Screening results from PubChem BioAssay.
OX1R antag-1: antagonists of human orexin 1 receptor (OX1R) | OX1R-expressing cells, FRET antagonist read-out | inhibition, % at 6.6 µM | 1.8% of 330,000 active | AID 485270, 2010; in the data active = inhibition mostly above about 38%, no sharp cut-off; inactive = mostly below about 40%;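 note: 0% = agonist challenge alone and 100% = reference antagonist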
Target sequence (O43613 whole entry, looked up): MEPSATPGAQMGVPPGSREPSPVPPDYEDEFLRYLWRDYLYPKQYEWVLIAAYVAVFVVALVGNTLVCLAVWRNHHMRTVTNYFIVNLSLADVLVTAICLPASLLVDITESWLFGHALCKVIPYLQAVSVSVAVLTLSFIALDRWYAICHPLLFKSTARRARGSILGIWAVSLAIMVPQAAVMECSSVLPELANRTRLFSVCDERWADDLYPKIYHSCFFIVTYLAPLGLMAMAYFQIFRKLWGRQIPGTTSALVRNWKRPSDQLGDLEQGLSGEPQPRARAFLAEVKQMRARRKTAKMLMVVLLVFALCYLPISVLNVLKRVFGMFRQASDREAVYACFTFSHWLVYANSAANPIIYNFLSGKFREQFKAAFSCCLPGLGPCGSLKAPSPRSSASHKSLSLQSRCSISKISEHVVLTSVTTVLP
OX1R antag-2: OX1R (HCRTR1) antagonists, primary screen, fluorescence, CHO/OX1R cells, Fluo-8 calcium, orexin A; Orexin/Hypocretin receptor type 1 (Homo sapiens), O43613; Fluo-8 calcium fluorescence; 0.43% of 330,000 active; inhibition, % at 5 µM; AID 434989, 2010;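 active = inhibition above its plate's threshold, mean inhibition of all tested compounds on the plate plus 3 SD, cut at about 37% in these data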;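 note: 0% = orexin A challenge wells and 100% = SB-334867-A antagonist wells; not every result past the cut was called active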
STK33 inh: inhibitors of purified STK33 kinase, primary screen, biochemical, ADP-Glo luminescence, homogeneous, cell-free; Serine/threonine-protein kinase 33 (Homo sapiens), Q9BYT3; MBP phosphorylation; inhibition, % at 10 µM; 0.073% of 320,000 active; AID 2661, 2010;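 active = inhibition at or above 25%, using the most active replicate where run in duplicate; inactive = inhibition below 25%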
Target sequence (Q9BYT3 whole entry, looked up): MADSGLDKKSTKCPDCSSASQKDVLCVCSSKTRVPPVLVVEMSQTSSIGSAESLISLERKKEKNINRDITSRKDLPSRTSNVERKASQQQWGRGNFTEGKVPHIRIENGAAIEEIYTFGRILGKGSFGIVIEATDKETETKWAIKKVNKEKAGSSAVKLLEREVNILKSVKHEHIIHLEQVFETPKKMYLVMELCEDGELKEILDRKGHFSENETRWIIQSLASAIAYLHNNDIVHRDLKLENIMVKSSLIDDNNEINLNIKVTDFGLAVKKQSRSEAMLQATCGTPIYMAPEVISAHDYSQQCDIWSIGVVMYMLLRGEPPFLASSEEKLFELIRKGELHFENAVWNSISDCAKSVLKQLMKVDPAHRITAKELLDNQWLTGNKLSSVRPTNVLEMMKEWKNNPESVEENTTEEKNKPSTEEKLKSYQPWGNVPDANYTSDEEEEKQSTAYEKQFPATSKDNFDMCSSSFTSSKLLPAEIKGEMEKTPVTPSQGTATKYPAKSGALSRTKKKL
An asterisk follows results filed as active; . = no result given.

STK33 inh	OX1R antag-2	OX1R antag-1	SMILES
0.3	-2	38	COc1ccc(NS(=O)(=O)c2cccc3nsnc23)cc1OC
-0.3	-20	9	CCOC(=O)CNC(=O)c1sc(NC(=O)/C=C/c2ccccc2)nc1C
-0.1	-5	5	COC(=O)c1ccccc1NC(=O)C1CC(c2ccccc2O)=NO1 (configuration not stated)
-2.3	-9	1	CC(C)CN(C(=O)C1CCC1)c1c(N)n(Cc2ccccc2)c(=O)[nH]c1=O
1.0	-9	17	CCOc1cc(/C=C2\C(=O)N(c3ccc(C(N)=O)cc3)N=C2C)ccc1OC(=O)c1cccs1
0.7	-8	0	CC(Sc1ccccc1)C(=O)N(CCC#N)Cc1cccnc1 (configuration not stated)
0.4	6	0	C[C@]12c3[nH]c4ccccc4c3CCN1C(=O)C(CC(=O)NCCc1ccccn1)C[C@@H]2C(=O)N1CCOCC1 (some centres not stated)
0.6	-14	11	COC(=O)[C@]1(Cc2ccccc2)N[C@H](CN(C)C(=O)c2ccccc2)[C@@H]2C(=O)N(Cc3ccccc3)C(=O)[C@@H]21
0.4	-3	22	c1ccc(-c2csc(NC3=NCCCCC3)n2)cc1
-0.7	-14	7	OC(c1nnc(-c2ccccc2)o1)c1cccs1 (configuration not stated)
-1.3	-8	-9	O=C(CCSc1ccccc1)Nc1ncccn1
0.7	-25	9	CCOC(=O)C1CCN(C(=O)c2ccccc2NS(=O)(=O)c2cc(C)ccc2C)CC1
-0.6	-5	4	COc1ccc(C2=NOC(C(=O)Nc3cccnc3)C2)cc1 (configuration not stated)
4.7	-17	14	CCOC(=O)/C(=N\Nc1ccccc1Cl)N1CC(C)OC(C)C1 (configuration not stated)
-0.8	-3	7	O=C(NC1CC1)C1=C[C@@H](c2ccc3c(c2)OCO3)C[C@@H](OCCCCO)O1
0.0	17	13	CC(=O)Nc1ccc(NC(=O)C(C)OC(=O)[C@@H]2CCCN2C(=O)c2cccs2)cc1 (some centres not stated)
-0.2	-4	1	CCN(Cc1ccc(OC)c(F)c1)C(=O)C1CCCO1 (configuration not stated)
-2.8	-19	36	CCc1noc(C)c1C(=O)N1CCN(S(=O)(=O)c2cc(C)ccc2C)CC1
-0.9	-12	52	CCCCNc1c(-c2ccc(-c3ccc(C(C)=O)cc3)c(OC)c2)nc2cnccn12
0.6	-16	10	COc1ccc(N2C(=O)CC(N3CCN(C4CCc5ccccc5C4)CC3)C2=O)cc1 (configuration not stated)
-0.2	8	14	COc1cc(NC(=O)CCc2nnc3ccc(N4CCOCC4)nn23)cc(OC)c1OC
0.2	-14	8	CC(OC(=O)C1=NN(c2ccccc2)C(=O)CC1)C(=O)NC1CCCCC1C (configuration not stated)
-0.3	-37	12	CC(C)[C@H](NC(=O)c1ccccc1F)C(=O)NCCc1ccccc1
0.1	-30	11	CC(C)(C)c1ccc(S(=O)(=O)n2c(CN3CCOCC3)nc3ccccc32)cc1
-1.0	-22	20	CCCCN1CC(O)=C(c2nc3ccccc3s2)C1=N
-0.3	-3	10	O=C(O)CC1C(=O)NCCN1C/C=C/c1ccccc1 (configuration not stated)
-2.7	3	19	COC(=O)c1c(NC(=O)CCCC(=O)O)sc(C)c1C
0.5	0	1	Cc1ccc(C2NC(=O)NC(O)(C(F)(F)F)C2C(=O)c2ccccc2)o1 (configuration not stated)
-2.7	-15	8	CCC(C(=O)NC1CCCCC1)n1nc(C)c2c(C)n(-c3ccccc3)nc2c1=O (configuration not stated)
-1.0	-3	10	COc1ccc(S(=O)(=O)N2CCN(C(=O)c3ccc4ccccc4n3)CC2)cc1
-0.3	-13	11	CC(C)(C)N=C1NN=C(c2ccc(S(=O)(=O)N3CCCCC3)cc2)CS1
-0.2	6	11	Cn1c(=O)c2c(O)c(C=Nc3ccc(F)cc3)c(=O)n(C)c2n(C)c1=O
-1.1	-30	9	O=C(CN1CCc2ccccc21)Nc1ccc2c(c1)OCCCO2
1.1	-23	16	CC1CCN(CC(=O)Nc2cccc(Cl)c2)CC1
-1.4	-28	20	Cc1cccc(-c2ccc(C=Nc3c(C)n(C)n(-c4ccccc4)c3=O)o2)c1
0.6	-18	25	COC(=O)CCC(=O)OC1(C)C(=O)C2=CN(Cc3ccc(OC)cc3)C(c3ccc(OC)cc3)=CC2=C(Br)C1=O (configuration not stated)
-2.0	-18	7	CCOC(=O)c1ccccc1NC(=S)N1CC(C)CC(C)C1 (configuration not stated)
-0.7	-30	4	Cc1ccc(/C=N/NC(=S)N2CCOCC2)cc1
0.9	-37	18	C/C(=N\NC(N)=S)c1cc(-c2ccccc2)c(-c2ccccc2)s1
1.3	-16	18	COc1ccc(Nc2nc(-c3ccc4c(c3)NC(=O)CO4)cs2)cc1
-0.8	0	16	Cc1cc(C)cc(NC(=O)C2CCN(c3nc(C)cc(C)n3)CC2)c1
.	-11	0	CCCS(=O)(=O)N1CCN(C2CCC(C)CC2)CC1 (configuration not stated)
-1.0	-34	-5	Cc1ccc(CN2C(=O)C3CCCN3c3ncccc32)cc1 (configuration not stated)
0.3	-20	8	Cc1cc(NCCCn2ccnc2)n2nc(C)c(-c3ccc(Cl)cc3)c2n1
-1.6	-6	15	Oc1ccc(C[C@H]2CNCCN2CCc2cccc(F)c2)cc1
-1.0	-1	-10	Cc1cc2nc(CO)[nH]c2cc1C
-0.8	-22	10	O=C(NCc1ccc(Cl)cc1)c1ccc2ccccc2n1
-2.2	-20	14	O=C(CN(Cc1ccccc1)S(=O)(=O)c1ccc(Br)cc1)N/N=C/c1ccccc1C(=O)O
0.5	-10	4	Cc1cc(C)n2nc(C(=O)OCC(=O)N3C(C)CCCC3C)nc2n1 (configuration not stated)
-1.7	-15	-2	COc1ccccc1NS(=O)(=O)c1cc(NC(=O)C2CCCO2)ccc1C (configuration not stated)

Shown as labelled records: three of the compounds above
Cc1ccc(C2NC(=O)NC(O)(C(F)(F)F)C2C(=O)c2ccccc2)o1 (configuration not stated)
  STK33 inh = 0.5; OX1R antag-2 = 0; OX1R antag-1 = 1
CCC(C(=O)NC1CCCCC1)n1nc(C)c2c(C)n(-c3ccccc3)nc2c1=O (configuration not stated)
  STK33 inh = -2.7; OX1R antag-2 = -15; OX1R antag-1 = 8
COc1ccc(S(=O)(=O)N2CCN(C(=O)c3ccc4ccccc4n3)CC2)cc1
  STK33 inh = -1.0; OX1R antag-2 = -3; OX1R antag-1 = 10

Going on with the list:
STK33 inh	OX1R antag-2	OX1R antag-1	SMILES
1.2	2	46	CN(C)/N=C/c1cc(Cl)cc([N+](=O)[O-])c1O
-2.1	-23	-13	c1ccc(-c2nc(N3CCOCC3)c3ccccc3n2)nc1
-0.7	-20	8	COc1ccc(CN(C(=O)Cc2cccs2)C(C(=O)NC2CCCC2)c2ccncc2)cc1 (configuration not stated)
-1.6	-4	10	CCOP(=O)(OCC)C(Nc1ccccn1)c1ccccc1 (configuration not stated)
-0.6	-6	18	O=C(O)c1cc(-c2ccc(Cl)cc2)n(-c2ccc(F)cc2)n1
-2.0	-5	7	CCCCC1(C)Nc2ccccc2-c2nc3ccccc3n21 (configuration not stated)
1.3	19	20	Cc1cc(C(=O)CSc2nc(N)cc(=O)[nH]2)c(C)n1-c1ccc(OC(F)F)cc1
0.8	-17	26	CCCn1cc(SCC(=O)NCc2ccc3c(c2)OCO3)c2ccccc21
-1.5	1	8	CC(=O)Nc1ccc(S(=O)(=O)N(C)CC(=O)Nc2cccc(S(=O)(=O)N3CCCC3)c2)cc1
-1.6	-11	14	CCOc1ccc(CNC(=O)c2ccc(Sc3ccc(C)cc3)c(NC(C)=O)c2)cc1OC
-0.3	-38	3	COc1ccc(Nc2cc(Nc3cc(OC)c(OC)c(OC)c3)ncn2)cc1
-1.4	-17	13	O=C1NC(=Nc2cccc(O)c2)S/C1=C\c1cccc([N+](=O)[O-])c1
-1.3	-6	28	COC(=O)CCCC1=CC2=C(c3ccccc3)C(=O)C(C)(OC(=O)C3CCCC3)C(=O)C2=CN1c1ccc(OC)cc1 (configuration not stated)
0.2	-7	1	Cc1nn2c(c1-c1ccccc1)NC1=C(C(=O)CCC1)C2c1ccccc1 (configuration not stated)
0.3	-25	21	COc1ccc(OC)c(C(=O)NC(CC(N)=O)c2ccc(N3CCCCCC3)c([N+](=O)[O-])c2)c1 (configuration not stated)
-0.7	-12	16	COc1ccc(CCN(C)CC(=O)Nc2cc(C)nc3ccccc23)cc1OC
-1.2	-33	4	CSc1ccccc1C(=O)OCC(=O)N1CCCCCC1
0.1	0	9	CC(C)c1ccc(S(=O)(=O)c2cc3cc(Br)ccc3oc2=O)cc1
0.6	-21	37	COC(=O)c1cccc(NC(=O)NC23CC4CC(CC(C4)C2)C3)c1
-2.1	-19	19	CCCNC(=O)c1c(O)c2c([nH]c1=O)CCCC2
-1.0	-16	23	C=CCN1C(=O)CN=C1Nc1ccc(OC)cc1OC
-1.2	-20	4	O=C(CCNS(=O)(=O)c1ccc(F)c(F)c1)NCCN1CCOCC1
-1.1	-18	20	S=C(NCc1ccco1)N/N=C/c1ccccc1Cl
-2.0	-17	5	COc1ccc(Br)cc1S(=O)(=O)NCCCN1CCOCC1
-2.2	-3	5	CC1(C)CC(=O)N(CC(=O)NC2CCCC2)c2ccccc2S1(=O)=O
0.3	-40	35	Cc1ccc(CN=c2c([N+](=O)[O-])nn(-c3ccc4c(c3)OCCO4)n2O)cc1
-0.8	-15	10	COc1ccc(COC(=O)CN2C(=O)NC3(CC(C)CC(C)(C)C3)C2=O)cc1F (configuration not stated)
-1.1	-6	15	CCOc1ccc(C(=S)NC2CCCCC2)cc1OC
-0.5	-14	9	O=C(NN1CCOCC1)c1cc(-c2cccc(Cl)c2)nc2ccccc12
0.2	-14	9	C/C(=N\NC(=O)c1ccc(CSc2nncn2C)cc1)c1ccc(Cl)cc1
-0.1	-30	20	C/C(=N/NC(=O)CN1CCN(Cc2ccccc2Cl)CC1)c1cccnc1
0.4	-19	59	Cc1ccc(/C=N/c2sc3c(c2C(N)=O)CCCC3)o1
0.7	-8	8	Nc1nc(Nc2ccccc2F)nc(N2CCOCC2)c1[N+](=O)[O-]
0.1	-37	12	CCN1CCN(CC(=O)Nc2cc(S(=O)(=O)N(CC)c3ccccc3)ccc2Cl)CC1
-0.3	-3	22	O=C(Nn1cnnc1)c1ccc([N+](=O)[O-])cc1
0.8	-15	8	Cc1ccc(C)c(OCCC(=O)NCCc2ccc(F)cc2)c1
0.8	-45	-4	O=C(CN1CCN(C(c2ccccc2)c2ccccc2)CC1)NCc1ccccc1
0.3	-4	6	Cn1c(N)c(C(=O)COC(=O)/C=C/c2ccc(Cl)cc2Cl)c(=O)n(C)c1=O
-2.1	-4	5	O=C1CCCc2c1[nH]c1ccc(Cl)cc21
-0.5	-21	4	O=C(CSc1nnc(-c2ccco2)o1)N1CCOCC1
-0.2	-35	23	O=S(=O)(NCC1CCCN(Cc2ccccc2)C1)c1cccc2cccnc12 (configuration not stated)
-0.8	-4	13	Cc1cc(N2C(=O)C(=O)/C(=C(/O)c3ccccc3)C2c2cccs2)no1 (configuration not stated)
3.2	-6	43*	Cc1ccc2c(c1)-c1c(cnn1CC(=O)N1CCCN(Cc3ccccc3F)C1)CO2
-1.1	-29	26	CN(Cc1ccccc1)c1c([N+](=O)[O-])c(=O)n(C)c2ccccc12
-0.4	-8	24	COc1ccccc1OCCn1c(SCC(N)=O)nc2ccccc21
1.0	-13	12	C=CCNCc1cccn1-c1sc2c(c1C#N)CCCC2
-2.3	-17	11	Cc1ccc(C2(C)NC(=O)N(CC(=O)N3CCN(S(=O)(=O)c4cccc(F)c4)CC3)C2=O)cc1 (configuration not stated)
-1.2	-19	9	CCCNC(=O)NC(=O)CSc1nc2ccccc2c(=O)n1Cc1ccncc1
-1.2	-6	19	Cc1ccc(C(=O)c2ccccc2C(=O)OCC(=O)NCCc2ccc(Cl)cc2Cl)cc1
2.6	-35	7	COc1ccc(-c2nc(C)ncc2-c2ccccc2)c(O)c1

More entries follow.
STK33 inh	OX1R antag-2	OX1R antag-1	SMILES
0.2	-10	8	CCOC(=O)c1cnc2nc[nH]n2c1=O
-2.9	-16	3	COc1ccc(-c2c(-c3ccccc3OC)oc3ccccc23)cc1F
0.2	-13	25	CC(C)c1ccc(NC(=S)NCc2cccs2)cc1
-0.8	-20	1	CC(C)(C)c1csc(NC(=O)CS(=O)(=O)c2ccccc2)n1
0.3	-9	18	COCCCn1c(C)csc1=Nc1cccnc1
-0.8	0	11	COC(=O)Cn1ncc(N(C)Cc2ccccc2)c(Cl)c1=O
-1.1	-22	0	O=C(OCc1ccc(Br)cc1)c1cccc(-c2nnc(-c3ccccc3)o2)c1

Some of the entries above in another layout:
Molecule | STK33 inh | OX1R antag-2 | OX1R antag-1
CCCNC(=O)c1c(O)c2c([nH]c1=O)CCCC2 | -2.1 | -19 | 19
COc1ccc(CN(C(=O)Cc2cccs2)C(C(=O)NC2CCCC2)c2ccncc2)cc1 (configuration not stated) | -0.7 | -20 | 8
S=C(NCc1ccco1)N/N=C/c1ccccc1Cl | -1.1 | -18 | 20
O=C(Nn1cnnc1)c1ccc([N+](=O)[O-])cc1 | -0.3 | -3 | 22

Five entries already listed, sorted by count of non-hydrogen atoms, highest first.
STK33 inh	OX1R antag-2	OX1R antag-1	SMILES
-1.1	-22	0	O=C(OCc1ccc(Br)cc1)c1cccc(-c2nnc(-c3ccccc3)o2)c1
2.6	-35	7	COc1ccc(-c2nc(C)ncc2-c2ccccc2)c(O)c1
0.2	-13	25	CC(C)c1ccc(NC(=S)NCc2cccs2)cc1
0.3	-9	18	COCCCn1c(C)csc1=Nc1cccnc1
0.2	-10	8	CCOC(=O)c1cnc2nc[nH]n2c1=O
